High-throughput results as filed in PubChem BioAssay.
AmpC detergent – qHTS Inhibitors of AmpC Beta-Lactamase (assay with detergent) | P00811 | AmpC hydrolysis of nitrocefin, absorbance 480 nm, 0.01% Triton | Potency, µM (titrated, usually from 114 µM), inactives show top-dose activity change, negative = inhibition, actives largely listed as inhibitors | hit rate 0.041% among 370,000 | AID 485294, 2010;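 note: potency is the fitted concentration of half-maximal effect; 0% = no-compound wells and -100% = no-enzyme wells; nearly all actives have a fitted effect of over 25% in size; some results filed as inactive show a strong effect at the top dose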
Target sequence (P00811 whole entry, looked up): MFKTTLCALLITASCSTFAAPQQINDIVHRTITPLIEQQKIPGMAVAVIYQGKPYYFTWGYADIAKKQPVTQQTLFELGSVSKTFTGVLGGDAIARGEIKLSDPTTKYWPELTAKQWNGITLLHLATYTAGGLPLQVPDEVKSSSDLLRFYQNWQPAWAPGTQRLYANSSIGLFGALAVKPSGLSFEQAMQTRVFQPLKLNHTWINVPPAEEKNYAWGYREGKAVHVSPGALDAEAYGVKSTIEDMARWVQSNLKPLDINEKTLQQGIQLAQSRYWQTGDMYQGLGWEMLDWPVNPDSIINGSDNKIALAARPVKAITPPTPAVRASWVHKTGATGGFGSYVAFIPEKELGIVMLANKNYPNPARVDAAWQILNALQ
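20 mM phosphate pH 7.0 + 0.01% (detergent screen) or 0.0001% Triton X-100; 5.3 nM AmpC reagent; cpd preinc 15 min RT; nitrocefin (800 uM stock) to start; A480 q20 s × 4 min; Activity was normalised to no-enzyme and no-compound control wells.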
Giardia FBPA inh – qHTS Assay for Inhibitors of Fructose-1,6-bisphosphate Aldolase from Giardia Lamblia | purified Giardia FBPA | hit rate 0.71% among 290,000 | Potency, µM (series often up to 59.6 µM), for inactives: at the top dose activity, negative = inhibition, most hits filed as inhibitors; note: potency is the fitted concentration of half-maximal effect; nearly all actives have a fitted effect of over 55% in size
Target sequence (A8B2U2 whole entry, looked up): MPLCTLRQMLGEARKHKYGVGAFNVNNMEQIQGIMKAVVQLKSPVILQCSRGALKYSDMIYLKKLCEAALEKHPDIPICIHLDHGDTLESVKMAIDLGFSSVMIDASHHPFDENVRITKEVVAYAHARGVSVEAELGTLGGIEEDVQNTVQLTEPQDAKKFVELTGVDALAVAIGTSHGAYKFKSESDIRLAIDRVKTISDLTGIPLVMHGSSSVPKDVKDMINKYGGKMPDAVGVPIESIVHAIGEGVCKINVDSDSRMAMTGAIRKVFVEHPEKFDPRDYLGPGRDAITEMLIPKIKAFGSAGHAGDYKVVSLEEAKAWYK
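40 nM FBPA preincubated 10 min at RT with compound (up to 57.5 uM final), then substrate plus GAPDH/TPI/NAD/arsenate coupling and diaphorase/resazurin added. Fluorescence read after 20 min at RT, 525/598 nm.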
HCMV antiviral – qHTS Assay for inhibitors of the human cytomegalovirus (HCMV); hit rate 4.5% among 410,000; HFF cells, HCMV-luciferase reporter, 72 h; stronger effect = lower value; activity change, negative = inhibition, % at 57.5 µM; in the data active = activity change below about -60%; inconclusive = no clear call, values can overlap the other calls; inactive = above about -39%
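Human foreskin fibroblasts infected with luciferase-reporter HCMV at MOI 1 PFU/cell, compounds at two doses. Luciferase measured 72 h post infection; normalized to buffer-only basal and Salinomycin (10uM) controls.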
Sm TGR block – qHTS Assay for the Inhibitors of Schistosoma Mansoni Peroxiredoxins. Schistosoma mansoni thioredoxin glutathione reductase (TGR), Q962Y6. purified TGR, DTNB reduction, TNB absorbance 405 nm. Potency, µM (highest dose often 114 µM), for the others: at the highest dose activity change, negative = inhibition, hits mostly inhibitors. hit rate 3% among 360,000. AID 485364, 2010; note: potency is the fitted concentration of half-maximal effect; nearly all actives have a fitted effect of over 60% in size
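Kinetic colorimetric format: TGR-catalysed, NADPH-driven DTNB reduction monitored via TNB absorbance. Enzyme dispensed at 20 nM; compound exposure 15 min at room temperature before reaction start.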
HCV inh – qHTS Assay for Inhibitors of Hepatitis C Virus (HCV); Huh7.5.1 HCVcc-Cre infection, luciferase reporter, 44 h; AID 651820, 2012; Potency, µM (top dose mostly 41.8 µM), for the others: at the top dose activity change, negative = inhibition, hits mostly inhibitors; hit rate 3.4% among 340,000; note: potency is the fitted concentration of half-maximal effect
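After 44 h co-culture of compound, cells and HCVcc-Cre (~0.5 moi), substrate is added for 15 min at room temperature and luciferase measured over 15 sec. Cells were seeded at 1,000/well and pre-cultured 4 h.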
AmpC no deterg – qHTS Inhibitors of AmpC Beta-Lactamase (assay without detergent); P00811; AmpC nitrocefin hydrolysis, absorbance 480 nm, 0.0001% Triton; Potency, µM (doses to about 57.1 µM), for inactives: top-dose activity change, negative = inhibition, most hits filed as inhibitors; hit rate 0.52% among 330,000;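 note: potency is the fitted concentration of half-maximal effect; plate controls were no compound for no effect and no enzyme for full effect; nearly all actives have a fitted effect of over 20% in size; some results filed as inactive show a strong effect at the top dose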
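20 mM phosphate pH 7.0 + 0.01% (detergent screen) or 0.0001% Triton X-100; 5.3 nM AmpC reagent; cpd preinc 15 min RT; nitrocefin (800 uM stock) to start; A480 q20 s × 4 min; Activity was normalised to no-enzyme and no-compound control wells.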
* = called active by the depositor; ? = inconclusive; nt = no result given; & = joins results of further samples; [ ] = remark or other dose. Unless noted, calls come from the whole dose curve; as a rule, active = well fitted curve in the direction sought with a large enough effect; inconclusive = small, poorly fitted or top-dose-only effect, or another doubt; inactive = no such curve, though single readings can be large; an effect the other way counts as inactive or inconclusive. Unless noted, % is set by controls: 0 for no effect and ±100 for the full control effect.

SMILES	AmpC detergent	Giardia FBPA inh	HCMV antiviral	Sm TGR block	HCV inh	AmpC no deterg
COc1ccc(CNC(=S)Nc2cccc(C)c2)cc1	-13%	-3%	-31	-30%	-19%	-28%
Cc1ccc(OCC(=O)N(c2ccc(C)cc2)S(=O)(=O)c2ccc(Cl)cc2)cc1	17%	nt	-7	0%	nt	nt
Cc1cccc(OCCCSc2nc(-c3ccc(C(C)(C)C)cc3)nc3cc(=O)[nH]n23)c1C	?	nt	?	-7%	nt	nt
O=C(NCc1cccnc1)c1csc2c1CCCC2	?	-1%	9	-7%	9%	-2%
Cc1ccc(NC(=O)NNC(=O)COc2ccc3ccccc3c2)cc1	-6%	nt	36	2%	10%	-36%
CCOC(=O)CSc1nc(N)nc(C)c1Br	-10%	-2%	13	-4%	0%	-7%
c1ccc(CO/N=C(\c2ccc(C3CC3)nc2)C2CC2)cc1	14%	3%	?	13%	4%	0%
Cn1nc(C(=O)Nc2ccc(S(=O)(=O)NCc3ccco3)cc2)c2ccccc2c1=O	2%	0%	86	3%	?	2%
CCn1nc(NC(=O)C(C)C)c2cc3cccc(C)c3nc21	-10%	6%	-25	10%	?	-2%
Cc1ccc(-c2nc3ccccc3c(=O)o2)cc1	-18%	11%	209	1%	3%	-18%
COc1cc(NC(=O)CSc2nnc(C)n3c2cc2oc(C)cc23)cc(OC)c1	-12%	nt	8	0%	nt	nt
COc1ccc(NC(=O)C2CCCN(c3cnccn3)C2)c(OC)c1 (centres undefined)	-10%&17%	1%	-26&41	0%&6%	6%	-6%
O=C(CSC1=NC2(CCCCC2)N=C1c1ccccc1)Nc1ccc2c(c1)OCCO2	2%	-1%	11	5%	11µM*	-8%
CC(=O)C1=C(O)C(=O)N(c2ccc(O)cc2)C1c1cccc(F)c1 (centres undefined)	-5%	6%	-14	-17%	14%	-3%
CCC(=O)Nc1ccc(C(=O)NNC(=O)C(c2ccccc2)c2ccccc2)cc1	-1%	-5%	15	3%	-14%	-19%
CC(=O)c1cccc(NC(=O)CCCNC(=O)c2ccc(Cl)cc2)c1	3%	6%	-2	-2%	9%	2%
CCOc1ccccc1NC(=O)CSc1nccn1-c1ccc(Cl)cc1	6%	nt	-72*	14%	nt	nt
Cc1ccc(C)c(SCC(=O)Nc2ccc(S(=O)(=O)Nc3ncccn3)cc2)c1	3%	16%	0	4%	5%	-39%
Cc1ccc(-c2cc(C(=O)Nc3ccc(S(=O)(=O)Nc4ncccn4)cc3)[nH]n2)c(O)c1C	-3%	4%	?	2%	-6%	-48%
CC(=O)Nc1cccc(C(=O)/C=C/c2ccc(Br)cc2)c1	2%	-5%	-71*	-18%	?	-7%
CNC(=S)N1N=C(c2ccc(C)cc2)CC1c1ccc(OC)cc1 (centres undefined)	-9%	-8%	3	13%	?	-24%
Cc1cc(Br)ccc1NC(=O)C1CCCO1 (centres undefined)	3%	3%	-15	-6%	16%	?
O=C(NC1CCCN(Cc2ccccc2F)C1)C1CCC1 (centres undefined)	?	2%	-13	0%	15%	-3%
Cc1nc(Nc2ccc(Cl)c(Cl)c2)sc1C(=O)Nc1ccccc1	?	-17%	-89*	-20%	8.9µM*	-32%
Cc1cc(NC(=O)C2CC(c3ccccc3Cl)=NO2)no1 (centres undefined)	1%	4%	9	-11%	?	-11%
CCOC(=O)c1sc(N2C(=O)C(O)=C(C(=O)c3ccc(C)o3)C2c2ccc(OC)c(OC)c2)nc1C (centres undefined)	0%	nt	12	-2%	-18%	-1%
COC(=O)c1ccc2c(=O)n(CCCCCC(=O)NCc3ccccc3)c(=O)[nH]c2c1	7%&-7%	3%	-4&38	-1%&-28%	-11%	-11%
CC(C(=O)Nc1cc([N+](=O)[O-])ccc1Cl)N1CCN(c2ccccc2O)CC1 (centres undefined)	-13%	-6%	51	-12%	?	4%
Cc1ccccc1C(=O)N1CCN(c2ccc(NC(=O)c3cccnc3)cc2)CC1	6%	2%	-10	1%	1%	0%
COC(=O)CN1C(C(=O)c2ccccc2)=C(OC(=O)c2ccccc2)c2ccccc2S1(=O)=O	0%	nt	-1	-19%	nt	nt
COC(=O)c1ccc(NC(=S)N2CCN(Cc3ccccc3OC)CC2)cc1	0%	6%	-80*	2%	-23%	107%[activator]
C=CCN(CC=C)C(=O)CN1C(=O)c2ccccc2C1=O	-10%	1%	-12	3%	3%	-3%
CCOc1cc(C(N)=O)cc(Br)c1OCC	?	-4%	?	-5%	-27%	-18%
CC1=NN(C(=O)c2ccc(Cl)cc2)C(O)(c2ccccc2)C1 (centres undefined)	-6%	16%	24	54%[activator]	-5%	-29%
COc1ccc(OC)c(NC(=S)NCc2cccs2)c1	6%	-1%	-38	?	-8%	-10%
CCCCN(C)CCNC(=O)c1c(C)oc2ncnc(N3CCOCC3)c12	13%	nt	-15	-1%	nt	nt
COCCN(C(=O)c1snc(C(N)=O)c1N)C(C(=O)NC1CCCC1)c1cc(OC)c(OC)c(OC)c1 (centres undefined)	-13%	9%	10	-11%	1%	15%
COc1ccccc1NC(=O)CSc1nnnn1-c1ccc(F)cc1	1%	11%	-20	-5%	?	-17%
CCCCN(CC)C(=O)c1n[nH]c(=O)c2ccccc12	0%	1%	14	1%	24%	-18%
COc1ccccc1C(=O)NNC(=O)C(=O)Nc1cccc(Cl)c1C	-7%	21%	70	-5%	-6%	-39%
CCOC(=O)C1CCCN(C2=NC(=O)/C(=C/c3ccc(N(C)C)cc3)S2)C1 (centres undefined)	0%	-6%	23	-1%	-16%	43%
COc1ccc(/C=C(/NC(=O)c2ccccc2)c2nc3ccc(Cl)cc3[nH]2)cc1OC	-14%	-10%	?	2%	?	124%[activator]
CC(=NCc1ccc2c(c1)OCO2)c1c(O)n(C)c(=O)n(C)c1=O	?	8%	16	3%	-18%	-11%
CCC1=NN2C(=N)/C(=C\c3cccn3-c3ccc(C)cc3C)C(=O)N=C2S1	?	16%	2	-1%	-14%	25µM*
NCCCC[C@@H]1NC(=O)c2cc([N+](=O)[O-])cc(I)c2SC[C@@H](C(N)=O)NC(=O)[C@H](Cc2ccc(O)cc2)NC1=O	?	0%	nt	-12%	10%	-1%

An excerpt from above with just HCV inh and Giardia FBPA inh:
| SMILES | HCV inh | Giardia FBPA inh |
| --- | --- | --- |
| CCOC(=O)C1CCCN(C2=NC(=O)/C(=C/c3ccc(N(C)C)cc3)S2)C1 (centres undefined) | -16% | -6% |
| COc1ccc(/C=C(/NC(=O)c2ccccc2)c2nc3ccc(Cl)cc3[nH]2)cc1OC | ? | -10% |

Following part.
SMILES	AmpC detergent	Giardia FBPA inh	HCMV antiviral	Sm TGR block	HCV inh	AmpC no deterg
CC(C)C[C@H]1CN=C(N(C)C)N1CC(C)C	nt	nt	30	nt	9%	-14%
C=C[C@@H](C)N(Cc1ccc(OC)cc1)S(=O)(=O)N(Cc1ccccc1)[C@H](C=C)C(C)C	9%	nt	-27	7%	14%	-28%
Cn1c(C(=O)O)c(CC(=O)Nc2ccccc2F)c2ccccc21	-13%	15%	36	12%[11.4 µM]	-16%	-22%
CCC(=O)Nc1cc(C(=O)O)ccc1Sc1ccccc1	?	15%	-11	0%	9%	-8%
COC(=O)c1sc2ncccc2c1OCc1ccccc1Cl	-12%	1%	26	0%	?	-19%
OC(COc1cccc2ccccc12)CN1CCN(c2ccccc2)CC1 (centres undefined)	9%	-11%	29	23%	2%	58%
COc1ccc2c(c1)[C@H]1[C@H](CO2)[C@H](c2ccccc2)[C@]2(C)C(=O)Nc3ccc(F)cc3C(=O)N12	nt	nt	33	nt	?	-11%
CN(C(=O)c1ccc(NC(=O)Cc2ccc(NC(=O)C3CCN(C(=O)CCc4ccccc4)CC3)cc2)cc1)C1CC1	5%	nt	-13	-6%	-2%	113%[activator]
O=C1C2CCCN2C(c2ccc(F)cc2)N1c1nccs1 (centres undefined)	-5%	-14%	50	-5%	8%	-7%
O=[N+]([O-])c1cc(S(=O)(=O)NC2=NCCCCC2)ccc1NCC1CCCCC1	3%	0%	-15	7%	?	52%
COc1cc(CNCc2ccc(Br)cc2)cc(OC)c1	-6%	?	25	10%	-23%	-3%
COC(=O)c1ccc(C(=O)OC)c(NC(=O)CN2CCN(c3ccc(OC)cc3)CC2)c1	1%	4%	-21	-9%	6%	-15%
CCOC(=O)C(=O)Nc1ccc(OC)c(Cl)c1	-3%	2%	-28	nt	-23%	-13%
CC(C)CCNC(=O)c1ccc2c(c1)NC(=O)C(CS(=O)(=O)Cc1cccc(Br)c1)N2 (centres undefined)	2%	nt	0	50µM*	nt	nt
CC1(C)CC(CCNC(=O)c2ccc(-n3cnnn3)cc2)CC(C)(C)N1	-5%	-6%	37	6%	-3%	-16%
O=C(O)CCn1nnc(-c2cccs2)n1	0%	nt	-11	31%	-11%	-2%
N#Cc1ccc(Oc2cccc(C(=O)O)c2)cc1C#N	?	12%	-6	0%	10%	-18%
COC(=O)C1CCN(C2=C(NS(=O)(=O)c3ccc(Cl)cc3)C(=O)c3ccccc3C2=O)CC1	-6%	-28%	?	?	9%	-32%
Nc1c(C(=O)Nc2ccccc2F)sc2nc(-c3ccco3)ccc12	2%	-6%	?	2.8µM*	nt	-29%
Cn1nc(C(=O)NCc2cccc(Cl)c2)c2c1-c1ccccc1S(=O)(=O)C2	-9%&14%	-1%	26&-27	0%&0%	?	-43%
COc1cccc(C=O)c1OCCN1C(=O)c2ccccc2C1=O	-8%	-2%	18	-13%	-5%	-25%
Cc1nnc(SCc2ccc(Cl)cc2Cl)[nH]c1=O	0%	-3%	49	3%	4%	-15%
COc1ccc2cc3c(N)nn(C(=O)Cc4c[nH]c5ccccc45)c3nc2c1	-4%	-1%	-9	-7%	?	32%
Cc1ccc(NC(=O)Nc2cccc(F)c2)nc1	-13%	5%	32	-7%	-10%	-17%
COc1ccccc1N1CCN(C(=O)c2ccc(NS(=O)(=O)c3ccc(C)cc3)cc2)CC1	0%	1%	-17	28%	-11%	41%
O=C(O)C1C2C=CC(C2)C1C(=O)NCc1cccs1 (centres undefined)	2%	5%	-12	nt	2%	2%
CNC(=S)N/N=C/c1c(C)nn(-c2ccccc2)c1Cl	?	-1%	185	-2%	-24%	-43%
Cc1cccc(/C=N/c2sc3c(c2C(=O)OC(C)(C)C)CCN(C)C3)c1O	-11%	-4%	35	-33%	?	-13%

Four entries drawn at random from those above:
SMILES	AmpC detergent	Giardia FBPA inh	HCMV antiviral	Sm TGR block	HCV inh	AmpC no deterg
Cc1ccc(NC(=O)Nc2cccc(F)c2)nc1	-13%	5%	32	-7%	-10%	-17%
CNC(=S)N/N=C/c1c(C)nn(-c2ccccc2)c1Cl	?	-1%	185	-2%	-24%	-43%
Cc1cccc(/C=N/c2sc3c(c2C(=O)OC(C)(C)C)CCN(C)C3)c1O	-11%	-4%	35	-33%	?	-13%
Nc1c(C(=O)Nc2ccccc2F)sc2nc(-c3ccco3)ccc12	2%	-6%	?	2.8µM*	nt	-29%
